High-throughput results: PubChem BioAssay, several laboratories
ZTA counter: ZTA (EBV) inhibition in EBNA-1 counter-screen | inhibition, % at 11 µM | AID 2234 | ZTA-DNA binding, fluorescence polarization | 320,000 tested, 0.15% active | P03206; in the data active = inhibition above about 33%
Target sequence (P03206 whole entry, looked up): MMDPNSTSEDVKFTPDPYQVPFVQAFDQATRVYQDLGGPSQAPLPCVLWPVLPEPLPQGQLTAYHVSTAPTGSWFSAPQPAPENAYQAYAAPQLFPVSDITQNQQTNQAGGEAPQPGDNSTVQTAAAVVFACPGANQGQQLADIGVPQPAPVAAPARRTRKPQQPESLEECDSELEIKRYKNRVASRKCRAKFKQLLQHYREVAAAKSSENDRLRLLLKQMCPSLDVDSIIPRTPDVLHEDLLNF
Yeast superoxide: yeast age-related superoxide inhibition as caloric restriction mimetic; S. cerevisiae aged cells, superoxide DHE fluorescence; active compounds read low; superoxide response (% of plate mean), % at 10 µM; 330,000 tested, 0.18% active; AID 2690;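 active = superoxide response under a set limit, about three screen SD below normal, cut at about 65% in these data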;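 note: yeast aged for seven days with compound at 30 °C before DHE staining; 100% = average MFI of all compound-treated wells on the plate with controls excluded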
GASC-1 inh: blocks human GASC-1 demethylase activity | inhibition, % at 2.35 µM | GST-JMJD2C(1-420) H3K9me3 demethylation, DELFIA europium | 330,000 tested, 0.069% active | Q9H3R0;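 active = more than half of a compound's replicate wells show inhibition beyond 50%, single wells judged on their own value; inconclusive = some, but no more than half, of replicates pass 50% inhibition; inactive = no replicate passes 50% inhibition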;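 note: signal counts dimethyl H3K9 product captured on neutravidin plate; 0% = median of DMSO wells and 100% = 0.3 times that DMSO median; strong numbers were not always called active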
Target sequence (Q9H3R0 1-420 limits assumed): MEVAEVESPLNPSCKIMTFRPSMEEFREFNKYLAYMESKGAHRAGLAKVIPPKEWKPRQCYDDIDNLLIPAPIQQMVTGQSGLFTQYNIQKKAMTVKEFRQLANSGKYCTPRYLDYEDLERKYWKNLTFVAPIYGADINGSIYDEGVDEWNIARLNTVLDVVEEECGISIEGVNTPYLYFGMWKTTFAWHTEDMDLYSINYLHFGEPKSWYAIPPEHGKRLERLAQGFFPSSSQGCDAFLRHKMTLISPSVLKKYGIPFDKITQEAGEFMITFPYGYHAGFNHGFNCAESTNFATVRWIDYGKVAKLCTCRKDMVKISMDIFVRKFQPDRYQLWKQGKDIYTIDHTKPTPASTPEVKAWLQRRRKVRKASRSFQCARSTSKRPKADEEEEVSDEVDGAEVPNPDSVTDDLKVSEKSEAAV
TPT1 inh: C. albicans TPT1 enzyme inhibition. inhibition, % at 5 µM. AID 1962. 300,000 tested, 0.81% active. recombinant caTPT1, FP RNA substrate dephosphorylation;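 active = inhibition above the mean of all tested compounds plus 3 SD, set per screening campaign, cut at about 24% in these data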;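 note: plate controls were DMSO alone for no effect and ferristatin control at 100 nM for full effect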
CTSL1 counter: cathepsin L1 inhibition, PFM18AAP counter-screen. recombinant F. hepatica cathepsin L1, Z-Leu-Arg-MCA fluorescence. inhibition, % at 5.96 µM. 300,000 tested, 0.49% active;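 active = inhibition above the mean of all tested compounds plus 3 SD, set per screening campaign, cut at about 17% in these data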;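 note: 0% = plate median of test compound wells and 100% = 1 µM Z-Phe-Ala-diazomethylketone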
PP5 primary: PP5 (human) phosphatase inhibition; inhibition, % at 6.7 µM; purified PP5c, OMFP substrate fluorescence; 320,000 tested, 0.18% active;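 active = inhibition above the campaign's mean inhibition across all tested compounds plus 3 SD, cut at about 9.5% in these data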;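 note: 0% = DMSO only and 100% = 100 µM cantharidin control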
HCV core dimer: blocks dimerization of HCV core protein; TR-FRET GST/Flag-core106 dimerization, 1536-well; inhibition, % at 5 µM; 300,000 tested, 0.33% active; AID 1899;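 active = inhibition above the mean of all tested compounds plus 3 SD, set per screening campaign, cut at about 45% in these data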
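Assay system: GST-tagged and Flag-tagged HCV core protein residues 1-106 / Times: compound-protein-antibody incubation 4 h at 22.5 °C / Signal: time-resolved FRET, ex 340 nm, em 617 and 671 nm / Evaluation: % inhibition based on acceptor/donor emission ratio / Benchmarks: wells lacking GST-core106 and wells with excess unlabelled core106 / Repeats: singlicate, one well per compound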
PP1 counter: counter-screen for PP5 inhibitors: inhibitors of human PP1-alpha | P62136 | purified PP1alpha, OMFP fluorescence | inhibition, % at 6.7 µM | 320,000 tested, 0.9% active;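 active = inhibition above the mean inhibition of all tested compounds plus 3 SD, computed separately for each screening campaign, cut at about 15% in these data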
Target sequence (P62136 whole entry, looked up): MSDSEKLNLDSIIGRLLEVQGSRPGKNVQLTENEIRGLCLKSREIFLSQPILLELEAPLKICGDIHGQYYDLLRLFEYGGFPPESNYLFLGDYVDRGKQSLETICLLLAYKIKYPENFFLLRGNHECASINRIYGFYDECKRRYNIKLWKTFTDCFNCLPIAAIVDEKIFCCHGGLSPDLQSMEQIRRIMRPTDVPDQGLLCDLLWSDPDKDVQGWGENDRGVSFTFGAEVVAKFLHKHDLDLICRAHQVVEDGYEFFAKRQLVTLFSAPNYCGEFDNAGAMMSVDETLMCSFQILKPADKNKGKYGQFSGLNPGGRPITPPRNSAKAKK
EBNA-1 inhibitor: blocks EBNA-1 binding to DNA; EBNA-1 DNA binding, fluorescence polarization; 300,000 tested, 0.34% active; inhibition, % at 14.8 µM; AID 1950; in the data active = inhibition above about 28%
Numbers without * were called inactive; i = inactive; ? = inconclusive; · = not tested or not shown.

Field names: A = ZTA counter; B = Yeast superoxide; C = GASC-1 inh; D = TPT1 inh; E = CTSL1 counter; F = PP5 primary; G = HCV core dimer; H = PP1 counter; I = EBNA-1 inhibitor
structure: Cc1nnc(NC(=O)c2ccccc2NC(=O)c2ccccc2)s1
  A: 5	B: 115	C: 5	D: 0	E: 1	F: -1.8	G: -1	H: -2	I: -9
structure: COc1cccc(C(=O)Nc2ccc(NC(C)=O)cn2)c1
  A: -10	B: 88	C: 3	D: 4	E: 20*	F: 0.2	G: -8	H: -6	I: 5
structure: CCn1c(COc2c(C)cccc2C)nnc1SCc1nc2ccccc2c(=O)[nH]1
  A: -7	B: 96	C: 5	D: -1	E: -5	F: 1.6	G: 2	H: 0	I: 11
structure: COc1ccccc1C1C2=C(COC2=O)Nc2cc3c(cc21)OCO3 (stereo not drawn)
  A: -3	B: 95	C: 0	D: -5	E: 1	F: -1.8	G: -2	H: -1	I: -2
structure: Cc1c(C(=O)Nc2nc3ccccc3[nH]2)oc2ccccc12
  A: 17	B: 98	C: -3	D: 2	E: -1	F: 0.2	G: 4	H: -1	I: -7
structure: Cc1ccc(CNC(=O)COC(=O)c2ccc(S(=O)(=O)N3CCCC3)cc2)cc1
  A: -10	B: 93	C: -12	D: -1	E: -3	F: 0.9	G: 2	H: -6	I: 6
structure: CCCc1cc(=O)oc2cc(OCC(=O)NCC3CCC(C(=O)O)CC3)ccc12 (stereo not drawn)
  A: 9	B: 115	C: -1	D: -4	E: 0	F: 3.1	G: 4	H: -3	I: -5
structure: COC(=O)c1ccc(Cl)c(NC(=O)CN2CCOCC2)c1
  A: -18	B: 125	C: 5	D: -5	E: -3	F: 1.5	G: -2	H: 4	I: -13
structure: COc1ccc(C(=O)NCC(=O)OCC(=O)c2ccc3c(c2)NC(=O)CO3)cc1
  A: -1	B: 108	C: -48	D: 1	E: -14	F: -1.9	G: 0	H: -1	I: -7
structure: COCCNC(=S)N=Nc1c(O)[nH]c2c(C)cc(C)cc12
  A: 11	B: 101	C: 11	D: 1	E: 6	F: 1.8	G: -5	H: 1	I: 10
structure: O=C(Nc1ccc(F)cc1F)Nc1csc2ccccc12
  A: 6	B: 96	C: 1	D: 3	E: 4	F: -0.7	G: 1	H: 3	I: 4
structure: COc1ccc(OCC(=O)NC(=S)Nc2ccc3c4c(cccc24)CC3)cc1
  A: 1	B: 93	C: 4	D: 2	E: 2	F: -0.3	G: 19	H: -1	I: 19
structure: CC1CCN(CCn2c(=S)[nH]c3cc4c(cc3c2=O)OCO4)CC1
  A: 1	B: 94	C: 6	D: -3	E: 1	F: -0.5	G: -5	H: -4	I: -5
structure: Oc1ccc(Cl)cc1CNCc1ccc(Cl)cc1
  A: 12	B: 102	C: 7	D: 0	E: 2	F: 3.3	G: 8	H: 2	I: 2
structure: COc1ccccc1CNC(=O)c1oc2ccc(S(=O)(=O)N3CCOCC3)cc2c1C
  A: -19	B: 103	C: 2	D: 2	E: 3	F: 6.2	G: 8	H: -2	I: 0
structure: O=C(/C=C/c1cccc([N+](=O)[O-])c1)N1CCN(C(=O)c2ccco2)CC1
  A: -4	B: 104	C: 2	D: -1	E: -2	F: 3.3	G: -11	H: 4	I: -13
structure: CN(/N=C/c1cc([N+](=O)[O-])ccc1O)c1ccccc1
  A: -7	B: 103	C: -2	D: 1	E: 2	F: -0.3	G: 0	H: 2	I: 11
structure: O=S(=O)(c1ccc(F)cc1)N1CCC2(CC1)OCCN2S(=O)(=O)c1cccs1
  A: -10	B: 89	C: 21	D: 2	E: -4	F: 1.3	G: 2	H: -4	I: -4
structure: CCN(CC)CCn1c(C)nc2c(sc3nc4c(cc32)COC(C)(C)C4)c1=O
  A: -6	B: 97	C: 0	D: 1	E: 0	F: 2.0	G: 0	H: -4	I: 6
structure: COc1ccccc1OCCn1c(CO)nc2ccccc21
  A: 0	B: 115	C: -19	D: 3	E: 7	F: 3.0	G: 4	H: -3	I: -10
structure: Cc1cc(C)cc(NC(=O)c2cc(C)nn2C)c1
  A: -3	B: 90	C: 3	D: 1	E: -1	F: -2.2	G: -5	H: 1	I: 6
structure: O=C(CCCN1C(=O)c2cccc3cccc(c23)C1=O)NCCN1CCOCC1
  A: 8	B: 92	C: 0	D: -2	E: 2	F: -0.2	G: -4	H: -5	I: -6
structure: COCc1nnc(NC(=O)c2ccccc2Oc2ccccc2)s1
  A: 15	B: 109	C: 3	D: -4	E: 3	F: 0.5	G: -2	H: -3	I: 0
structure: Cc1cc(NC(=O)CS(=O)(=O)c2ccc(F)cc2)no1
  A: -26	B: 84	C: -4	D: 1	E: -1	F: 1.7	G: -3	H: 1	I: -9
structure: CCN(CC)CCN(C(=O)/C=C/c1cccs1)c1nc2ccc(C)cc2s1
  A: -6	B: 95	C: -10	D: -1	E: 1	F: 2.9	G: -13	H: 3	I: -16

Exported with two lines to a compound: 3 of the compounds above
Second line of a record: ZTA counter | Yeast superoxide | GASC-1 inh | TPT1 inh | CTSL1 counter | PP5 primary | HCV core dimer | PP1 counter | EBNA-1 inhibitor
O=C(CCCN1C(=O)c2cccc3cccc(c23)C1=O)NCCN1CCOCC1
→ 8 | 92 | 0 | -2 | 2 | -0.2 | -4 | -5 | -6
COCc1nnc(NC(=O)c2ccccc2Oc2ccccc2)s1
→ 15 | 109 | 3 | -4 | 3 | 0.5 | -2 | -3 | 0
Cc1cc(NC(=O)CS(=O)(=O)c2ccc(F)cc2)no1
→ -26 | 84 | -4 | 1 | -1 | 1.7 | -3 | 1 | -9

The list continues:
Field names: A = ZTA counter; B = Yeast superoxide; C = GASC-1 inh; D = TPT1 inh; E = CTSL1 counter; F = PP5 primary; G = HCV core dimer; H = PP1 counter; I = EBNA-1 inhibitor
structure: COc1ccc(C(CNC(=O)CSc2ccccc2C)N(C)C)cc1 (stereo not drawn)
  A: 9	B: 110	C: 13	D: 3	E: -2	F: 1.5	G: -4	H: -2	I: -1
structure: Cc1cccc(-c2noc(CN(C)C(=O)c3ccoc3C)n2)c1
  A: 12	B: 110	C: -9	D: 1	E: 1	F: -1.4	G: 11	H: -2	I: 18
structure: O=C1c2ccccc2S(=O)(=O)N1CC1CC(c2ccc(Cl)cc2)=NO1 (stereo not drawn)
  A: -1	B: 108	C: 5	D: -1	E: -2	F: 2.4	G: -10	H: -4	I: 4
structure: CC(C)CC(NC(=O)OC(C)(C)C)c1cn([C@@H](Cc2ccc(O)cc2)C(=O)N2CCN(C(=O)OC(C)(C)C)CC2)nn1 (stereo partly drawn)
  A: 2	B: 109	C: 0	D: -2	E: 8	F: -7.7	G: -22	H: -6	I: -1
structure: NC(=O)CSc1nnc(-c2ccc(S(=O)(=O)N3CCCC3)cc2)n1Cc1ccco1
  A: -3	B: 106	C: -2	D: 0	E: -1	F: 2.3	G: 0	H: 0	I: -2
structure: CCCCNC(=O)Cn1cnc2c(cnn2-c2ccc(C)cc2)c1=O
  A: 3	B: 98	C: -1	D: -2	E: -5	F: 1.6	G: -2	H: -2	I: -18
structure: COc1ccc(Nc2nnc(SCC(=O)c3cc(C)n(CC4CCCO4)c3C)s2)cc1 (stereo not drawn)
  A: -13	B: 104	C: ·	D: 1	E: 2	F: 2.5	G: 7	H: 1	I: -4
structure: O=P(C1=C(N2CCOCC2)/C(=C\c2ccccc2)CC1)(N1CCOCC1)N1CCOCC1
  A: -11	B: 117	C: -1	D: 0	E: -19	F: 5.0	G: -5	H: 0	I: -8
structure: CC1CC(C)(C)CC2(C1)NC(=O)N(CC(=O)N1CCN(S(=O)(=O)c3cccs3)CC1)C2=O (stereo not drawn)
  A: -4	B: 96	C: 2	D: ·	E: ·	F: -1.8	G: ·	H: -1	I: ·
structure: CC(C)(C)C(=O)NC(=S)NNC(=O)c1ccc(-c2ccccc2)cc1
  A: -6	B: 159	C: -1	D: 1	E: 3	F: 4.6	G: 3	H: 2	I: 1
structure: O=C(CN1CCN(C(=O)c2cccc(F)c2)CC1)Nc1ccccc1F
  A: -4	B: 97	C: -8	D: -8	E: -6	F: 0.9	G: -2	H: -6	I: -20
structure: Cc1ccc(Cl)cc1NC(=O)CSc1nnc(C)n1-c1ccccc1
  A: -3	B: 102	C: 1	D: -2	E: 3	F: 0.3	G: 6	H: -2	I: -3
structure: CC(C)CCOCC(=O)Oc1ccccc1C(=O)O
  A: 9	B: 93	C: 14	D: -6	E: -1	F: 1.1	G: -7	H: -4	I: -7
structure: O=C(Nc1ccccc1C(=O)N1CCN(CCO)CC1)c1cccc([N+](=O)[O-])c1
  A: -6	B: 106	C: -1	D: -1	E: 1	F: 1.6	G: 4	H: -3	I: -9
structure: CN(Cc1ccccc1)C(=O)Cn1c(=O)oc2cc(S(=O)(=O)N3CCCC3)ccc21
  A: -3	B: 98	C: -6	D: 6	E: -1	F: 3.1	G: 3	H: 7	I: 2
structure: CCC1=C(OC(=O)N(CC)CC)N2C(=O)OC(=NCC3CC3)[C@]2(Cc2ccccc2)[C@H]2C1=CC[C@H]1C(=O)N(C)C(=O)[C@H]12
  A: 8	B: 100	C: -6	D: -3	E: 0	F: -0.4	G: 5	H: 3	I: -5
structure: CC1(C)CN(C(=S)Nc2ccc(F)cc2F)C1=O
  A: 9	B: 83	C: -26	D: -1	E: -2	F: 1.9	G: -7	H: 0	I: -17
structure: Cc1c(CCOC(=O)c2cc([N+](=O)[O-])cc([N+](=O)[O-])c2)sc[n+]1CC(=O)c1ccc(Br)cc1
  A: -17	B: 121	C: -1	D: 1	E: 2	F: 3.2	G: 0	H: 5	I: 2
structure: Cc1sc(NC(=O)Cn2[nH]c(=O)c3ccccc3c2=O)nc1-c1ccccc1
  A: 9	B: 104	C: 4	D: 9	E: -1	F: -0.4	G: 49*	H: 29*	I: -1
structure: COC(=O)c1cn(C(=O)c2ccc(OC)c(OC)c2)c2ccccc12
  A: 7	B: 102	C: -6	D: -4	E: 4	F: 1.6	G: 3	H: -4	I: 4
structure: O=C(O)c1ccc(OCc2occc2C(=O)O)cc1
  A: 0	B: 113	C: 14	D: 1	E: -3	F: -1.7	G: -2	H: -8	I: -2
structure: Cc1cc(NC(=O)C(C)N2C(=O)c3ccccc3S2(=O)=O)no1 (stereo not drawn)
  A: -6	B: 96	C: ?	D: -2	E: -3	F: 1.9	G: -11	H: -7	I: 0
structure: CCN(CCCNC(=O)CNC(=O)c1nn(-c2ccc(OC)cc2OC)c(=O)c2ccccc12)c1cccc(C)c1
  A: 17	B: 108	C: i	D: 1	E: 6	F: 1.1	G: 9	H: 1	I: -10
structure: Cc1cc(OC(C)C(=O)NCc2ccncc2)c2c(C)cc(=O)oc2c1 (stereo not drawn)
  A: -8	B: 99	C: 1	D: -1	E: 1	F: -0.6	G: -7	H: 4	I: -1
structure: O=C(Nn1c(=S)[nH]c2ccccc2c1=O)c1ccncc1
  A: 11	B: 107	C: 7	D: -3	E: -2	F: 0.5	G: -2	H: -2	I: -9
structure: NS(=O)(=O)c1ccc(CCNC(=O)CSc2nc3ccsc3c(=O)n2CCCCC(=O)O)cc1
  A: 13	B: 90	C: 16	D: 0	E: -6	F: -2.1	G: -2	H: 1	I: -1
structure: Cc1ccccc1NC(=O)Cc1nc(COC(=O)c2cc(Br)ccc2O)cs1
  A: 7	B: 121	C: -1	D: ·	E: ·	F: 0.8	G: ·	H: 0	I: ·
